# Screens (PubChem)
# BAZ2B block: BAZ2B (human) inhibition; Q9UIF8; AlphaScreen BAZ2B-H3K14Ac peptide displacement; Potency, µM (titrated, usually from 114 µM), without a hit: top-dose activity change, negative = inhibition, actives largely listed as inhibitors; 4.4% of 360,000 active; also: % is scaled to controls: 0 for no effect and ±100 for the full control effect; nearly all actives have a fitted effect of over 60% in size
#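 Multi-concentration screen (max 110 uM) measuring displacement of acetylated histone H3 peptide from BAZ2B by AlphaScreen, using 50 nM protein, 50 nM peptide and 10 ug/mL streptavidin donor plus Ni-chelate acceptor beads.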
# BLM helicase inh: inhibitors of human Bloom syndrome helicase BLM; recombinant BLM DNA unwinding, fluorescence dequenching; Potency, µM (doses to about 56.1 µM), inactives show top-dose activity change, negative = inhibition, hits mostly inhibitors; P54132; 0.2% of 350,000 active; AID 2528;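 also: plate controls were vehicle for no effect and no enzyme for full effect; nearly all actives have a fitted effect of over 35% in size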
# Pol iota inh: inhibitors of human DNA polymerase iota. Q9UNA4. Pol iota fluorescent replication assay, 10 min. Potency, µM (series often up to 115 µM), for inactives: top-dose activity, negative = inhibition, most hits filed as inhibitors. 1% of 390,000 active
#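 Fluorescent replication assay read twice, at 0 min and 10 min after adding 50 nM (final) substrate. Enzyme (10 nM) and compounds were first incubated 15 min at room temperature; enzyme-free buffer wells were negative controls.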
# POLB inh: DNA polymerase beta (human) inhibition | Pol beta primer extension/strand displacement, fluorescence kinetic | AID 485314 | P06746 | 1.3% of 340,000 active | Potency, µM (series often up to 114 µM), for the others: at the highest dose activity change, negative = inhibition, actives largely listed as inhibitors; also: % is scaled to controls: 0 for no effect and ±100 for the full control effect
#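 Pol beta (10 nM) was preincubated with compound for 15 min at room temperature. The reaction was then started with 50 nM substrate and read immediately and after a further 10 min at room temperature.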
# POLK inh: DNA polymerase kappa (human) inhibition; purified Pol kappa, fluorescent DNA synthesis assay, 10 min; Potency, µM (titrated, usually from 107 µM), for inactives: at the highest dose activity, negative = inhibition, hits mostly inhibitors; 0.53% of 400,000 active; Q9UBT6; also: % is scaled to controls: 0 for no effect and ±100 for the full control effect
#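 Enzyme at 10 nM met test compounds for 15 min at room temperature. Substrate addition (50 nM final) began the reaction, which was monitored by fluorescence at 0 and 10 min.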
# POLH inh: blocks human DNA polymerase eta activity; AID 588591; Q9Y253; 1.2% of 390,000 active; recombinant Pol eta, fluorescent DNA replication assay; Potency, µM (highest dose often 114 µM), without a hit: at the highest dose activity change, negative = inhibition, actives largely listed as inhibitors; also: % is scaled to controls: 0 for no effect and ±100 for the full control effect
# Target sequence (Q9Y253 whole entry, looked up): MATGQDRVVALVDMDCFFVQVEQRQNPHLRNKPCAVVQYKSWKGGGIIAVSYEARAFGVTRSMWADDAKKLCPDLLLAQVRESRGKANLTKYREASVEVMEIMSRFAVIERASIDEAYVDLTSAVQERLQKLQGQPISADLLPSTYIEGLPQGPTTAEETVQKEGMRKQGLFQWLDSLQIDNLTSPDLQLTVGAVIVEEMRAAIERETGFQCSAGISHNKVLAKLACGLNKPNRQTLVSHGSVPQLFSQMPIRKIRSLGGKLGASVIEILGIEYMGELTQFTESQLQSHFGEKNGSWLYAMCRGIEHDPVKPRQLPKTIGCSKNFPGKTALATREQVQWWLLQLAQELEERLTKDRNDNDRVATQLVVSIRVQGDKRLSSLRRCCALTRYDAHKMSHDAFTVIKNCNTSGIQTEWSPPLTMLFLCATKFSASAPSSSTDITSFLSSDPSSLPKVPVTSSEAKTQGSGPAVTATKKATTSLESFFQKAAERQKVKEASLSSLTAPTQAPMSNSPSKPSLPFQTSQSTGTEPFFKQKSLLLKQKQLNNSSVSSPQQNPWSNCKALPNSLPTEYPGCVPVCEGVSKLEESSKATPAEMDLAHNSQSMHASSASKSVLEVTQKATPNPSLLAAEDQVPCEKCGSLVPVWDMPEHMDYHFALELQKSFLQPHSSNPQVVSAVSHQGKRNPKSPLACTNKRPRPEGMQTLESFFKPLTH
#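 Fluorescent replication assay: 50 nM final substrate added after a 15 min room-temperature compound preincubation with 10 nM enzyme. Signal taken at 0 min and again at 10 min.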
# APE1 inh: blocks human APE1 abasic DNA cleavage; recombinant APE1, TAMRA/BHQ-2 abasic DNA cleavage fluorescence; Potency, µM (series often up to 65.8 µM), inactives show top-dose activity change, negative = inhibition, hits mostly inhibitors; 0.35% of 350,000 active;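 also: plate controls were vehicle for no effect and reference inhibitor for full effect; nearly all actives have a fitted effect of over 55% in size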
# Target sequence (P27695 whole entry, looked up): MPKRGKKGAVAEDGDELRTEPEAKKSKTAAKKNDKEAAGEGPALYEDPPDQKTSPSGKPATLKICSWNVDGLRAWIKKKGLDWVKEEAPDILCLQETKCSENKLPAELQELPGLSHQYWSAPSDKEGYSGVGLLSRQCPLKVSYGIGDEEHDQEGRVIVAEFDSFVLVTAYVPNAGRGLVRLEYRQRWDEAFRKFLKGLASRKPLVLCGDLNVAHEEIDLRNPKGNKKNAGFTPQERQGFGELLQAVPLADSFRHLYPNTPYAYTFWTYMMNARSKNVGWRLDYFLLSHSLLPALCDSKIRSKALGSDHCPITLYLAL
#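 APE1 at 0.75 nM preincubated 15 min at room temperature with compound. Reaction then started with 50 nM double-stranded THF-abasic substrate labelled with TAMRA/BHQ-2, and 525/598 nm fluorescence read kinetically. Activity taken as third-minus-first read difference, normalized to DMSO and NSC13755 controls.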
# G9a inh: G9a (human) methyltransferase inhibition. Q96KQ7. G9a H3K9 monomethylation, AlphaScreen, 2 h. Potency, µM (series often up to 102 µM), for the others: top-dose activity, negative = inhibition, actives largely listed as inhibitors. 8.8% of 350,000 active. AID 504332; also: % is scaled to controls: 0 for no effect and ±100 for the full control effect; nearly all actives have a fitted effect of over 75% in size
#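 Compounds were preincubated with 20 nM G9a for 15 min, after which biotinylated H3K9 peptide (500 nM) and SAM (20 uM) started a 2 h room-temperature reaction. Monomethylated product was quantified by antibody-based AlphaScreen chemiluminescence.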
# JMJD2A Tudor inh: JMJD2A Tudor domain (human) inhibition. AlphaScreen JMJD2A-Tudor / H3K4me3 peptide binding. Potency, µM (series often up to 114 µM), without a hit: at the highest dose activity change, negative = inhibition, most hits filed as inhibitors. 4.4% of 390,000 active. O75164; also: % is scaled to controls: 0 for no effect and ±100 for the full control effect; nearly all actives have a fitted effect of over 50% in size
# * hit, by the source's call; ? = inconclusive; · = no result given; & = joins results of further samples; [ ] = another dose, or the depositor's remark. Calls follow the shape of the dose curve; as a rule, active = well fitted curve in the direction sought with a large enough effect; inconclusive = small, poorly fitted or top-dose-only effect, or another doubt; inactive = no such curve, though single readings can be large; an effect the other way counts as inactive or inconclusive. Potency is read from the fitted curve at half-maximal effect.
# The line under a structure holds: BAZ2B block	BLM helicase inh	Pol iota inh	POLB inh	POLK inh	POLH inh	APE1 inh	G9a inh	JMJD2A Tudor inh
> COCCNC(=O)c1ccccc1N(Cc1ccccc1)S(=O)(=O)c1ccccc1
    ·	·	2%	·	-8%	11%	·	·	-28%
> COc1ccc([N+](=O)[O-])cc1NS(=O)(=O)Cc1ccccc1
    -6%	-4%	23%	-22%	1%	-13%	12%	-6%	-2%
> COc1ccc(OCCN(C)C(=O)c2cccc(S(=O)(=O)N(C)c3ccccc3)c2)cc1
    6%	·	-13%	·	-4%	-16%	19%	9%[59 µM]	-25%
> COc1ccc(CCN2CCCC(CN(C)C(=O)c3ccoc3)C2)cc1 (stereo not given)
    -18%	4%	-12%	4%	3%	-8%	45%[activator]	5%	-3%
> CCSc1nc2ccccc2n1S(=O)(=O)c1ccccc1
    5%	7%	-1%	18%	-16%	-15%	14%	50µM*	-21%
> COc1cccc(N(C(=O)CNC(=O)c2ccco2)C(C(=O)NC2CCCC2)c2ccco2)c1 (stereo not given)
    -7%	-2%	72%	66%	-10%	0%	-5%	10%	-5%
> O=C(O)Cc1ccc(OCc2ccc(Cl)nc2)cc1
    -15%	-8%	25%	-18%	-8%	-10%	-2%	?	-7%
> CSc1nc2nc(-c3ccc(F)cc3)c(CCN3CCN(C)CC3)cn2n1
    2%	5%	0%	3%	1%	-8%	4%	·	-6%
> COCCN(C(=O)COC(=O)c1ccc(Cl)nc1)c1c(N)n(Cc2ccccc2)c(=O)[nH]c1=O
    1%	·	15%	·	4%	-10%	5%	?	4%
> O=C1Nc2ccccc2C12NCCc1c2[nH]c2ccccc12 (stereo not given)
    -19%	-9%	12%	-21%	-2%	-9%	4%	-3%[59 µM]	-14%
> CCOC(=O)c1ccc(-c2ccc(/C=C(\C#N)C(=O)NCC3CCCO3)o2)cc1 (stereo not given)
    5%	-4%	16%	-16%	-13%	-3%	-3%	44%[12.7 µM]	-16%
> COC(=O)c1cc(NC(=O)c2cc(-c3ccc(C(F)(F)F)cc3)oc2C(F)(F)F)ccc1N1CCOCC1
    -27%	-11%	4%	-15%	4%	-20%	5%	?	-18%
> CC/C(=N\NC(=O)c1c(C)nc2ccccn12)c1ccccc1
    -5%	1%	72%[activator]	46%	3%	-9%	14%	2%	?
> COc1ccc(N2CCN(C(=O)CCc3nc(-c4ccc(C)cc4)no3)CC2)cc1
    -9%	0%	17%	1%	-8%	-16%	0%	32µM*	?
> O=c1c2cccnc2[nH]c(=S)n1Cc1ccccc1
    10%	-1%	168%[activator]	9%	-4%	-10%	4%	-17%	-28%

# Filtered by structure: those above with a carbonyl joined to an NH by a bond outside any ring.
# The line under a structure holds: BAZ2B block	BLM helicase inh	Pol iota inh	POLB inh	POLK inh	POLH inh	APE1 inh	G9a inh	JMJD2A Tudor inh
> COCCNC(=O)c1ccccc1N(Cc1ccccc1)S(=O)(=O)c1ccccc1
    ·	·	2%	·	-8%	11%	·	·	-28%
> COc1cccc(N(C(=O)CNC(=O)c2ccco2)C(C(=O)NC2CCCC2)c2ccco2)c1 (stereo not given)
    -7%	-2%	72%	66%	-10%	0%	-5%	10%	-5%
> CCOC(=O)c1ccc(-c2ccc(/C=C(\C#N)C(=O)NCC3CCCO3)o2)cc1 (stereo not given)
    5%	-4%	16%	-16%	-13%	-3%	-3%	44%[12.7 µM]	-16%
> COC(=O)c1cc(NC(=O)c2cc(-c3ccc(C(F)(F)F)cc3)oc2C(F)(F)F)ccc1N1CCOCC1
    -27%	-11%	4%	-15%	4%	-20%	5%	?	-18%
> CC/C(=N\NC(=O)c1c(C)nc2ccccn12)c1ccccc1
    -5%	1%	72%[activator]	46%	3%	-9%	14%	2%	?

# Next records follow:
# The line under a structure holds: BAZ2B block	BLM helicase inh	Pol iota inh	POLB inh	POLK inh	POLH inh	APE1 inh	G9a inh	JMJD2A Tudor inh
> Cc1ccc(S(=O)(=O)N(C)CC(=O)OCC(=O)NCCN2C(=O)CSC2=O)cc1
    3%	·	36%[activator]	·	-19%	-17%	-7%	-11%[2.33 µM]	-11%
> CCc1cc2c(cc3c(=O)n(CC(=O)NCCCN4CCCCCC4)nc(CC)n32)s1
    -18%	-4%	-10%	27%	14%	-7%	28%	50µM*	-1%
> c1ccc(NCc2nc3ccccc3n2CCOc2ccccc2)cc1
    ?	-4%	5%	3%	-6%	-12%	-6%	?	-32%
> Cc1ccc(CN2C(=O)CCC2C(=O)NCc2ccc(F)cc2)cc1 (stereo not given)
    -29%	2%	-6%	0%	-1%	-22%	-3%	-4%[59 µM]	-10%
> C=CCOC(=O)c1ccc(N2CCN(c3ccccc3)CC2)nc1
    10%	-11%	?	-2%	-3%	-3%	-1%	-6%	-2%
> Cc1cccc(-n2ncc3c(=O)[nH]c(SCC(=O)NCCC4=CCCCC4)nc32)c1
    9%	·	-27%	·	-4%	-3%	1%	30%[12.7 µM]	2%
> CCOC(=O)c1nc(NNC(=O)c2ccc([N+](=O)[O-])cc2)sc1C
    ?	-5%	27%	0%	-1%	-23%	35%	45µM*	?
> Cc1ccc(CNC(=O)[C@H]2C[C@@H]2[C@H](NP(=O)(c2ccccc2)c2ccccc2)c2ccccc2)o1
    ?	0%&-4%	-14%	-13%	-21%	-7%	?	50µM*	-11%
> CCOC(=O)c1cc(S(=O)(=O)NCc2ccc3c(c2)OCO3)cn1C
    -3%	-1%	26%	15%	6%	-10%	62%[activator]	14%	-8%
> CCCn1c(=O)c(C#N)cn(C2CC2)c1=O
    -1%	-1%	-27%	28%	-19%	-12%	0%	-13%[59 µM]	-1%
> CCCCCc1ccc(-c2cn(CCc3c[nH]c4ccccc34)nn2)cc1
    8%	-2%	16%	98%	3%&-19%	-18%	-10%	·	-1%
> Cc1nc(Br)c(Br)c(C)c1Br
    5%	-4%	-5%	-2%	-1%	-5%	-1%	16%[12.7 µM]	8%
> CCOc1cc(C#N)c(NC(=O)c2ccc(OC)c(S(=O)(=O)N3CCCCC3)c2)cc1OCC
    -4%	-5%	-14%	29%	-10%	·	·	2%[59 µM]	-8%
> Cc1ccc[n+](CC(=O)N2CCCc3ccccc32)c1
    17%	1%	19%	-11%	4%	-8%	7%	7%	9%
> CCC(CC)NC(=O)Nc1ccc(C)cc1
    -2%	-2%	-2%	27%	2%	-9%	2%	·	-1%
> Cc1ccc(C)n1-c1nnc(N2CCC(C(=O)NCc3ccccc3Cl)CC2)s1
    -15%	-5%	17%	19%	8%	·	·	4%[59 µM]	-13%
> COc1cc(C2NC(=S)NC(C)=C2C(=O)Nc2ccc(C)cc2)ccc1O (stereo not given)
    -6%	-4%	4%	21%	-2%	-2%	12%	·	-11%
> O=C(c1c(F)cccc1F)N(Cc1ccccc1)Cc1ccccc1
    53%[activator]	-7%	4%	1%	1%	-23%	46%[activator][12.4 µM]	17%[59 µM]	50%[activator]
> O=[N+]([O-])c1ccc2[nH]c3c(c2c1)CCCC3
    ?	-7%	-1%	15%	-7%	-2%	0%	40µM*	?
> O=C(C[C@H]1C[C@H](C(=O)N2CCOCC2)[C@@]2(CCC3CCCC3)c3[nH]c4cc(-c5ccco5)ccc4c3CCN2C1=O)NCCC1=CCCCC1
    ·	·	6%	·	7%	1%	-24%	·	?
> COc1cc(C(=O)NCc2nc(-c3ccc(Cl)cc3)no2)cc(OC)c1OC
    -3%	-2%	-19%	21%	-20%	-11%	·	-5%[59 µM]	-18%
> COc1ccccc1NC(=S)NC1CCC(CC2CCC(NC(=S)Nc3ccccc3OC)CC2)CC1 (stereo not given)
    21%	-10%	9%	-1%	-18%	-22%	11%	15%[59 µM]	-26%
> CN(C)S(=O)(=O)c1ccc(C(=O)NCc2nnc(SCC(=O)NCc3ccco3)o2)cc1
    -13%	-5%	-10%	?	-9%	-14%	24%	29%	-1%
> Cc1ccc(CS/C(Nc2ccccc2C)=C(\C#N)C(N)=O)c(C)c1
    -3%	-11%	76%[activator]	-6%	0%	-6%	6%	?	-11%
> CCC(C)(C)NC(=O)CN(Cc1ccc2c(c1)OCO2)C(=O)CCC(=O)Nc1nccs1
    -12%	-2%	-13%	7%	-3%	-8%	-3%	0%	-5%
> COc1cc(/C=N\NC(=O)c2nonc2N)c(OC)cc1Br
    -4%	0%	1%	8%	11%	-16%	14%	31%	-1%
> O=C(c1cccc(NS(=O)(=O)c2ccc(Br)cc2)c1)N1CCCCC1
    6%	·	-2%	·	-9%	-10%	-15%	14%[0.501 µM]	-5%
> O=C(Cc1ccc(F)cc1)NCCc1cnc[nH]1
    6%	-1%	1%	6%	3%	-12%	-10%	14%	-1%
> COC(=O)c1ccc(Cl)c(NC(=O)C2CCN(S(=O)(=O)Cc3ccccc3)CC2)c1
    -17%	-7%	-12%	4%	-14%	3%	·	-8%[59 µM]	-4%
> NC(=O)NC(c1ccc(Cl)cc1)c1ccccc1Cl (stereo not given)
    -2%	186%[activator]	1%	13%	4%	-24%	?	8%	-7%
> COc1ccc(/C=N/NC(=O)c2ccncc2)c(OC)c1
    3%	0%	9%	12%	-3%	-22%	38%[activator]	-17%	-8%
> O=C(Nc1ccc2c(c1)OCO2)C1COc2ccccc2O1 (stereo not given)
    1%	-5%	36%[activator]	13%	-9%	-5%	-7%	12%[59 µM]	0%[57.1 µM]
> CCc1ccc(OCC2NCCc3cc(OC)c(OC)cc32)cc1 (stereo not given)
    -28%	0%	-8%	0%	-8%	-20%	-11%	6%	26%
> O=C1NC2(CCCCCC2)C(=O)N1Cc1ccc([N+](=O)[O-])cc1
    -26%	0%	7%	-15%	-10%	-17%	3%	6%[59 µM]	-27%
> CCCNC(=O)CC(NS(=O)(=O)c1ccc(Cl)cc1)c1ccco1 (stereo not given)
    -5%	-2%	7%	46%	-13%	?	5%	-7%	-5%
> O=C(O)/C=C(/c1ccccc1)C(F)(F)F
    ·	·	5%	·	-2%	8%	·	·	-6%
> Cc1ccc(C(=O)c2ccccc2C(=O)OCC(=O)NCCc2ccccc2)cc1
    -2%	-1%	5%	-6%	-5%	-10%	2%	?	-8%
> O=C(NCC1CCCO1)c1cc(NS(=O)(=O)c2cccs2)cc(NS(=O)(=O)c2cccs2)c1 (stereo not given)
    12%	-4%	5%	-9%	5%	4%	0%	-1%	-13%
> COc1ccc(-c2c(C)c3ccc(O)c(CN4CCCC4)c3oc2=O)cc1
    2%	-6%	-3%	-19%	-3%[60.1 µM]	-20%	·	17%[59 µM]	9%

# Not all compounds are listed, so the mix of outcomes need not match the whole.
